From PubChem BioAssay
HCMV inh – human cytomegalovirus inhibition; HFF cells, HCMV-luciferase reporter, 72 h; active compounds read low; activity change, negative = inhibition, % at 57.5 µM; AID 1259415; hit rate 4.5% among 410,000; in the data active = activity change below about -60%; inconclusive = no clear call, values can overlap the other calls; inactive = above about -39%
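HFF cells seeded 16 h at 37C, treated with compounds, infected with luciferase-reporter HCMV at MOI 1 PFU/cell; luciferase read at 72 h post infection, normalized to buffer-only and Salinomycin controls.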
AmpC detergent – inhibitors of E. coli AmpC beta-lactamase with detergent | P00811 | AmpC hydrolysis of nitrocefin, absorbance 480 nm, 0.01% Triton | Potency, µM (top dose mostly 114 µM), inactives show at the top dose activity change, negative = inhibition, hits mostly inhibitors | hit rate 0.041% among 370,000;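 also: potency is read from the fitted curve at half-maximal effect; 0% = no-compound wells and -100% = no-enzyme wells; nearly all actives have a fitted effect of over 25% in size; some results filed as inactive show a strong effect at the top dose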
Target sequence (P00811 whole entry, looked up): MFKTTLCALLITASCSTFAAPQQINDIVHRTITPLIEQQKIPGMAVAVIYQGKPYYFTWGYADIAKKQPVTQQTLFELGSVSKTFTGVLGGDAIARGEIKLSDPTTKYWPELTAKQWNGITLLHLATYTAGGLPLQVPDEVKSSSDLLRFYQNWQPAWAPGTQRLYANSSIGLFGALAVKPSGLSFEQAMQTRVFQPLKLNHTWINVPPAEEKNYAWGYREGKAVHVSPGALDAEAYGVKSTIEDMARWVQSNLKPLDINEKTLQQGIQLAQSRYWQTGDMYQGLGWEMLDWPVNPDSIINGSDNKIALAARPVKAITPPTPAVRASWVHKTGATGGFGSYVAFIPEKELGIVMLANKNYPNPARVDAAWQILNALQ
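20 mM phosphate pH 7.0 + 0.01% (detergent screen) or 0.0001% Triton X-100; 5.3 nM AmpC reagent; cpd preinc 15 min RT; nitrocefin (800 uM stock) to start; A480 q20 s × 4 min; Activity was normalised to no-enzyme and no-compound control wells.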
AMA1-RON2 inh – disrupts binding of P. falciparum AMA1 to RON2 | AlphaScreen AMA1-biotinylated RON2 peptide binding | Potency, µM (doses to about 58.2 µM), for the others: at the top dose activity change, negative = inhibition, hits mostly inhibitors | hit rate 0.2% among 360,000;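 also: potency is read from the fitted curve at half-maximal effect; 0% = vehicle wells and -100% = peptide control; nearly all actives have a fitted effect of over 45% in size; some results filed as inactive show a strong effect at the top dose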
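AMA1 (3D7) with his tag at 25 nM final met compounds first, then biotinylated RON2 peptide at 25 nM; detection used donor plus acceptor beads, 10 µg/mL apiece, read by AlphaScreen after 30 min at room temperature.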
Sm TGR inh – S. mansoni TGR enzyme inhibition; Q962Y6; hit rate 3% among 360,000; purified TGR, DTNB reduction, TNB absorbance 405 nm; Potency, µM (highest dose often 114 µM), inactives show top-dose activity change, negative = inhibition, most hits filed as inhibitors; also: potency is read from the fitted curve at half-maximal effect; nearly all actives have a fitted effect of over 60% in size
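First, TGR (20 nM dispensed) and NADPH were mixed with compound. Second, a 15 min room-temperature incubation followed. Third, further NADPH and then DTNB were added to start the reaction. Finally, TNB absorbance was monitored kinetically.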
FBPA Giardia inh – Giardia lamblia aldolase inhibition; A8B2U2; purified Giardia FBPA; Potency, µM (series often up to 59.6 µM), for inactives: top-dose activity, negative = inhibition, most hits filed as inhibitors; hit rate 0.71% among 290,000; AID 2451; also: potency is read from the fitted curve at half-maximal effect; nearly all actives have a fitted effect of over 55% in size
Target sequence (A8B2U2 whole entry, looked up): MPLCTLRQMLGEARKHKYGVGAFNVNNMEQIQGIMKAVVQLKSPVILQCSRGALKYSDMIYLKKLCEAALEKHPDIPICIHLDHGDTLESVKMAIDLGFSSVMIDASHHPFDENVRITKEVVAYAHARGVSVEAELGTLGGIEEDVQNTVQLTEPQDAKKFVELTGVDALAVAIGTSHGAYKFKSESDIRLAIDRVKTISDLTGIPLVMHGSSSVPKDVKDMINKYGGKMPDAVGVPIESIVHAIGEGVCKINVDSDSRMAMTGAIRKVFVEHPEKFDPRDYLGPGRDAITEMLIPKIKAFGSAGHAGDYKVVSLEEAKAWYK
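40 nM FBPA preincubated 10 min at RT with compound (up to 57.5 uM final), then substrate plus GAPDH/TPI/NAD/arsenate coupling and diaphorase/resazurin added. Fluorescence read after 20 min at RT, 525/598 nm.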
HCV inh – blocks hepatitis C virus; Huh7.5.1 HCVcc-Cre infection, luciferase reporter, 44 h; Potency, µM (top dose mostly 41.8 µM), for the others: at the highest dose activity change, negative = inhibition, actives largely listed as inhibitors; hit rate 3.4% among 340,000; AID 651820; also: potency is read from the fitted curve at half-maximal effect
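Seed cells (1,000/well) for 4 h; treat with compound and infect with HCVcc-Cre, moi about 0.5. Incubate 44 h, then detect luciferase activity.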
* = called active by the depositor; ? = inconclusive; . = no result given; & = joins results of further samples; [ ] = another dose, or the depositor's remark. Unless noted, calls follow the shape of the dose curve; as a rule, active = well fitted curve in the direction sought with a large enough effect; inconclusive = small, poorly fitted or top-dose-only effect, or another doubt; inactive = no such curve, though single readings can be large; an effect the other way counts as inactive or inconclusive. Unless noted, % is scaled to controls: 0 for no effect and ±100 for the full control effect.

#1 COc1cc(-c2nc(Cc3c(F)cccc3Cl)no2)cc(OC)c1OC
#2 CCOC(=O)c1cc(C(=O)NNC(=O)c2cccc([N+](=O)[O-])c2)c(C)nc1C
#3 Cc1cccnc1NC(=O)c1ccc2c(c1)OCCO2
#4 O=C(O)c1cc(=O)n(Cc2ccccc2)c(=O)[nH]1
#5 COc1cccc(CNC(=O)C2CCCN(S(=O)(=O)c3ccc4c(ccn4C)c3)C2)c1 (centres undefined)
#6 O=C1CN(C(=O)/C=C/c2cccc(Cl)c2)c2ccccc2N1
#7 O=C(Nc1ccc2ccccc2c1)/C(=C/c1cccc(Br)c1)NC(=O)c1ccco1
#8 O=C(/C=C/c1cccc([N+](=O)[O-])c1)NCc1ccccc1
#9 CCOc1ccc2nc(N3CCC(C(=O)N4CCC5(CC4)OCCO5)CC3)sc2c1
#10 COc1ccc(OC(C)C(=O)NC2CC(C)(C)NC(C)(C)C2)cc1 (centres undefined)
Compound | 1 | 2 | 3 | 4 | 5 | 6 | 7 | 8 | 9 | 10
HCMV inh | -5 | 4 | 14 | 6 | 2 | -22 | -64* | -9 | 33 | 48
AmpC detergent | -1% | ? | ? | 5% | 11% | -5% | -6% | 0% | 1% | -6%
AMA1-RON2 inh | 26% | 34%[activator] | -1% | 50%[activator] | . | 3% | -1% | -9% | 4% | -10%
Sm TGR inh | 2% | -1% | 1% | -1% | -1% | 9% | -4% | -3% | -4% | -9%
FBPA Giardia inh | -9% | . | . | -13% | . | 0% | -4% | 0% | 0% | -7%
HCV inh | ? | ? | 12% | 22% | . | 14µM* | -14% | -8% | ? | -6%

#11 CN(C)c1cccc(C(=O)NCCCn2ccc3ccccc32)c1
#12 COc1ccccc1N1Cc2ccccc2C1
#13 COC(=O)CCN1CCC(c2cc(-c3cccc(C(F)(F)F)c3)n[nH]2)CC1
#14 O=C(NCc1ccccc1Cl)C1CCCN1C(=O)NC1CCCCC1 (centres undefined)
#15 Cc1nc2sc(C(c3cccs3)N3CCN(C(=O)c4ccco4)CC3)c(O)n2n1 (centres undefined)
#16 NC(=O)Nc1ccc(C(=O)OCC(=O)c2c[nH]c3ccccc23)cc1
#17 CSc1ccc(/C=N/NC(=O)C[n+]2ccccc2)cc1
#18 Cc1c(Cl)cccc1N=Cc1ccc([N+](=O)[O-])s1
#19 CCN(C(=O)CN1CCOCC1)c1c(N)n(Cc2ccccc2)c(=O)[nH]c1=O
#20 CCOC(=O)c1ccc(NC(=O)c2cc(=O)[nH]c3ccccc23)cc1
Compound | 11 | 12 | 13 | 14 | 15 | 16 | 17 | 18 | 19 | 20
HCMV inh | -23 | 10 | ? | 3 | 76 | 26 | . | -108* | -7 | 16
AmpC detergent | -11% | -5% | -3% | -10% | -2% | . | -1% | -2% | 0% | -1%
AMA1-RON2 inh | ? | -13% | 0% | -3% | 50%[activator] | 2% | 4% | -2% | 14% | 3%
Sm TGR inh | -8% | ? | 0% | -19% | -13% | . | 2% | 40µM* | 4% | 23%
FBPA Giardia inh | 2% | -27% | 11% | 18% | 19% | . | -4% | -1% | 3% | 3%
HCV inh | -23% | -20% | 12% | 10% | 17% | 6% | 11% | -29% | 17% | -23%

#21 COc1ccccc1NC(=O)CSc1nnc(CC(=O)Nc2cccc(C(F)(F)F)c2)n1C
#22 COc1ccc(OC)c(CCNC(=O)Cn2ncc3c([nH]c4ccccc43)c2=O)c1
#23 CC(C(=O)N1CCOCCOCCOCCOCCOCC1)N1C(=O)c2ccccc2C1=O (centres undefined)
#24 CCOc1ccc(CNC(=O)C2CCN(S(=O)(=O)N3CCC(C)CC3)CC2)cc1OC
#25 O=C(Cc1ccc([N+](=O)[O-])cc1)c1ccc(O)cc1O
#26 COc1ccc([C@H]2CC(=O)C=C(c3cccc(C#N)c3)C2)cc1
#27 CCOc1ccc(NC(=O)CN2C(=O)NC(CCc3ccccc3)C2=O)cc1OCC (centres undefined)
#28 O=C(N/N=C/c1cc([N+](=O)[O-])cc([N+](=O)[O-])c1O)C(O)(c1ccccc1)c1ccccc1
#29 C=CCN(c1ccccc1)S(=O)(=O)c1cccc(C(=O)NCC(c2cccs2)N2CCOCC2)c1 (centres undefined)
#30 O=C(Cc1csc2nc(-c3ccccc3)cn12)NCc1ccc(F)cc1
Compound | 21 | 22 | 23 | 24 | 25 | 26 | 27 | 28 | 29 | 30
HCMV inh | 26 | 21 | -5 | -20&-13 | 36 | -15 | -20 | 32 | ? | -23
AmpC detergent | ? | 19% | 2% | 1% | -1% | 3% | . | ? | -3% | -2%
AMA1-RON2 inh | -5% | . | -4% | -14% | -2% | -7% | -7% | 92%[activator] | 41%[activator] | .
Sm TGR inh | 17% | 1% | 9% | 4% | 11% | -1% | . | -15% | -17% | -1%
FBPA Giardia inh | 3% | . | 2% | . | 13% | . | . | . | . | .
HCV inh | 15% | . | 19% | . | 14% | 11%[8.37 µM] | 11% | -2% | ? | .

#31 CN(C)S(=O)(=O)c1cccc(NC(=S)NC2CCCCC2)c1
#32 COc1cc(CNCCN(C)C)c(Br)cc1OCC(=O)NCc1ccccc1
#33 Cc1ccccc1C(=O)NCC(=O)OC(C)C(=O)NC(C)CCc1ccccc1 (centres undefined)
#34 O=C(Nc1cccc(S(=O)(=O)N2CCCCC2)c1)c1cc(=O)[nH]c2ccccc12
#35 CCN(CC)C(=O)[C@H]1CC(CC(=O)NCc2ccc(OC)c(OC)c2)C(=O)N2CCc3c([nH]c4ccccc34)[C@]12C (some centres undefined)
#36 Cc1csc(=Nc2ccc(S(=O)(=O)N3CCOCC3)cc2)n1Cc1ccco1
#37 O=C(COC(=O)c1cccc(S(=O)(=O)N2CCOCC2)c1)Nc1ncc(C(F)(F)F)cc1Cl
#38 Cc1c(NC(=O)c2ccccc2)cccc1[N+](=O)[O-]
#39 O=C(Cn1c(=O)n(Cc2nc(-c3ccccc3)no2)c(=O)c2cc3c(cc21)OCO3)Nc1ccc(Cl)cc1
#40 COc1ccc(CCC(=O)OCc2csc(CC(=O)Nc3ccccc3C)n2)cc1
Compound | 31 | 32 | 33 | 34 | 35 | 36 | 37 | 38 | 39 | 40
HCMV inh | -3 | -33 | -1 | 4 | -7 | -18&-38 | 1 | ? | 9 | 0
AmpC detergent | 1% | ? | ? | . | . | -14% | 4% | 1% | 27% | -2%
AMA1-RON2 inh | -7% | -9% | -2% | -24% | 1% | ? | 1% | 14% | . | 26%
Sm TGR inh | 1% | -2% | 2% | . | . | ? | -23% | -8% | 7% | -8%
FBPA Giardia inh | -7% | -8% | . | . | . | -1% | -6% | -4% | . | .
HCV inh | 0% | -4% | 12% | ? | -13% | -24%&-24% | 12% | 7% | . | 8%

#41 Cn1c(SCC(=O)Nc2ccc3cn[nH]c3c2)nnc1-c1cccs1
#42 CC[N+](C)(CC)CC(O)COCC1COc2ccccc2O1 (centres undefined)
#43 CCN(CC)S(=O)(=O)c1ccc2c(c1)N(CC(=O)N1CCC(C(N)=O)CC1)C(=O)CO2
#44 O=C(NCc1cccnc1)C(=O)NCC(c1ccco1)N1CCOCC1 (centres undefined)
#45 O=[N+]([O-])c1cccc(Oc2ncccc2[N+](=O)[O-])c1
#46 Nc1nc(Cl)cc(Sc2ccc3ccccc3c2)n1
#47 CCC(=O)NCCCCCCCCCNC(=O)CC
#48 CCOC(=O)c1c(N)n(CCCOC(=O)c2ccco2)c2nc3ccccc3nc12
#49 CCOc1ccc(S(=O)(=O)Nc2ccc(C(=O)NCC(c3ccc(OC)cc3)N3CCOCC3)cc2)cc1 (centres undefined)
#50 COC(=O)c1noc(-c2ccc(OC)cc2)n1
Compound | 41 | 42 | 43 | 44 | 45 | 46 | 47 | 48 | 49 | 50
HCMV inh | 81 | 12 | -9 | 0 | -30 | 13 | 18 | -21 | -13 | -8
AmpC detergent | -7% | -7% | -6% | 1% | . | ? | 0% | 1% | . | -11%
AMA1-RON2 inh | 3% | -7% | 9% | -3% | -2% | 3% | 9% | -4% | 11% | 7%
Sm TGR inh | 5% | -8% | 5% | -3% | . | -1% | -4% | 3% | . | 1%
FBPA Giardia inh | -15% | 1% | 17% | 4% | . | 0% | 4% | -1% | . | 4%
HCV inh | -5% | 6% | -11% | 14% | 7% | -20% | 22% | 11µM* | -4% | 8%

Quoted at random: six entries already listed.
#41 Cn1c(SCC(=O)Nc2ccc3cn[nH]c3c2)nnc1-c1cccs1
#45 O=[N+]([O-])c1cccc(Oc2ncccc2[N+](=O)[O-])c1
#43 CCN(CC)S(=O)(=O)c1ccc2c(c1)N(CC(=O)N1CCC(C(N)=O)CC1)C(=O)CO2
#46 Nc1nc(Cl)cc(Sc2ccc3ccccc3c2)n1
#48 CCOC(=O)c1c(N)n(CCCOC(=O)c2ccco2)c2nc3ccccc3nc12
#44 O=C(NCc1cccnc1)C(=O)NCC(c1ccco1)N1CCOCC1 (centres undefined)
Compound | 41 | 45 | 43 | 46 | 48 | 44
HCMV inh | 81 | -30 | -9 | 13 | -21 | 0
AmpC detergent | -7% | . | -6% | ? | 1% | 1%
AMA1-RON2 inh | 3% | -2% | 9% | 3% | -4% | -3%
Sm TGR inh | 5% | . | 5% | -1% | 3% | -3%
FBPA Giardia inh | -15% | . | 17% | 0% | -1% | 4%
HCV inh | -5% | 7% | -11% | -20% | 11µM* | 14%

New compounds follow.
#51 Nc1nc2ccc(O)cc2s1
#52 CCOC(=O)CN=C(NS(=O)(=O)c1ccc(Cl)cc1)c1ccccc1
#53 CCOc1ccccc1NC(=O)Nc1ccccn1
#54 CCN(Cc1ccncc1)C(=O)c1cccc(S(=O)(=O)N2CCCCC2)c1
#55 NC(=O)CC(NC(=O)c1cccc(Br)c1)c1ccc(NCCN2CCOCC2)c([N+](=O)[O-])c1 (centres undefined)
#56 Cc1c(C(=O)NCc2cccs2)oc2ccccc12
#57 CN(Cc1nc2ccccc2[nH]1)Cc1nc(CC2CC2)no1
#58 O=C(CNC(=S)NC(=O)c1cccs1)c1ccccc1
#59 Cn1c(CCN2CCCCC2)nc2cc(NC(=O)NC3CCCCC3)ccc21
#60 COC(=O)c1c(NC(=O)c2ccc(S(=O)(=O)N3CCOCC3)cc2)sc2c1CCN(C(C)C)C2
Compound | 51 | 52 | 53 | 54 | 55 | 56 | 57 | 58 | 59 | 60
HCMV inh | 42 | 5 | -28 | -6 | 3 | 26 | -24 | 50 | ? | -4
AmpC detergent | -1% | 2% | 7% | . | 2% | -10% | 1% | -12% | ? | -9%
AMA1-RON2 inh | 13% | -5% | -10% | 3% | . | 32% | 16% | 38%[activator] | -7% | -2%
Sm TGR inh | 5% | 8% | 1% | . | 2% | 3% | 3% | -3% | 6% | -3%
FBPA Giardia inh | 0% | 4% | 0% | . | -3% | 3% | 3% | -8% | -11% | .
HCV inh | -7% | -6% | -12% | -20% | . | 21% | 5% | 2% | 3% | ?

Gathered by group: the compounds so far containing a CF3 group (3)
#13 COC(=O)CCN1CCC(c2cc(-c3cccc(C(F)(F)F)c3)n[nH]2)CC1
#21 COc1ccccc1NC(=O)CSc1nnc(CC(=O)Nc2cccc(C(F)(F)F)c2)n1C
#37 O=C(COC(=O)c1cccc(S(=O)(=O)N2CCOCC2)c1)Nc1ncc(C(F)(F)F)cc1Cl
Compound | 13 | 21 | 37
HCMV inh | ? | 26 | 1
AmpC detergent | -3% | ? | 4%
AMA1-RON2 inh | 0% | -5% | 1%
Sm TGR inh | 0% | 17% | -23%
FBPA Giardia inh | 11% | 3% | -6%
HCV inh | 12% | 15% | 12%
